High-throughput results deposited in PubChem by National Center for Advancing Translational Sciences (NCATS).
PLK1 PBD block = inhibitors of human PLK1 polo-box domain binding | P53350 | Plk1 PBD binding of FITC phosphopeptide, fluorescence polarization | Potency, µM, for the others: max response, negative = inhibition, most hits filed as inhibitors | 360,000 tested, 2.8% active; further: potency means the concentration at half of the fitted maximal effect; series mostly up to about 57 µM; on the % scale 0 is the no-effect control and ±100 the full control effect; nearly all actives have a fitted effect of over 65% in size
EPAC1 agonist = activates human EPAC1 exchange factor; O95398; EPAC1 agonist qHTS, biochemical assay; response scale: 100% = response to 6.5 mM cAMP; Potency, µM (highest dose often 154 µM), for the others: at the highest dose activation, most hits filed as activators; 360,000 tested, 0.073% active; AID 720707; further: potency means the concentration at half of the fitted maximal effect; nearly all actives have a fitted effect of over 60% in size
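Fluorescent GDP-exchange assay: 100 nM EPAC1 with 250 nM Rap1B preloaded with BODIPY-GDP and 50 uM GDP; compounds tested as concentration series, 5 min at room temperature, then read every 5 min for 30 min (ex 480/em 540 nm); normalized to 6.5 mM cAMP.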
PI5P4K alpha inh = inhibitors of human PI5P4K alpha. PI5P4Kalpha enzyme, ADP-Glo luminescence, 60 min; hits give low values. P48426. max response, %. 330,000 tested, 1.2% active; active means max response of -50% or lower; inconclusive means between -30% and -50%; inactive means -30% or higher; further: value at the top dose of about 77 µM; on the % scale 0 is the no-effect control and ±100 the full control effect
Target sequence (P48426 whole entry, looked up): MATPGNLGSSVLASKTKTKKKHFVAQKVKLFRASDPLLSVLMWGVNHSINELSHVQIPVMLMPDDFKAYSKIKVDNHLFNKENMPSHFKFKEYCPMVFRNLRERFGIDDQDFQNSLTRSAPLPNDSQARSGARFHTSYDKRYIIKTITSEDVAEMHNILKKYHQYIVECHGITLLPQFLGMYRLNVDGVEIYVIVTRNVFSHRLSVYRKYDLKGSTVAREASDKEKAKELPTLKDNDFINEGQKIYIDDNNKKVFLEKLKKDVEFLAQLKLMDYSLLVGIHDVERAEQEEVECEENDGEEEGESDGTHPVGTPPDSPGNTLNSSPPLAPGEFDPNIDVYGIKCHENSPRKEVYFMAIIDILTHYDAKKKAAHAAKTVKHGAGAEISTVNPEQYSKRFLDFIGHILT
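Reactions run in 0.038 M HEPES pH 7.4, 0.28 mM EGTA, 0.1% CHAPS and 5% DMSO, with PI5P4Kalpha, substrate, compound and 5 microM ATP final, one hour at room temperature. Readout is ADP-Glo luminescence.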
IL-2 act = activates IL-2 in a cell-based reporter assay; 360,000 tested, 0.065% active; IL-2 activation reporter assay, cell-based qHTS; stimulated with anti-CD3/CD4/CD28 beads; in transgenic mouse T cells; activation, % (series mostly up to about 46 µM); in the data active means activation above about 50%; inconclusive means mostly about 30% to 49%; further: 0% is about no effect
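Readout: EGFP and DsRed signals by fluorescent plate cytometry. Unstimulated transgenic mouse T cells received compound 60 min before antibody-bead stimulation, then incubated 18 h at 37 degrees C.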
GLP1R ag = agonists of human GLP-1 receptor; P43220; Potency, µM (titrated, usually from 45.6 µM), without a hit: at the top dose activation, hits mostly activators; 380,000 tested, 0.007% active; HEK293 GLP-1R CRE-luciferase, luminescence, 4-6 h; cells express a hypersensitive GLP-1R form; further: potency means the concentration at half of the fitted maximal effect; % of control where 0% means no effect
GLP-1R inv ag = inverse agonists of human GLP-1 receptor; HEK293 GLP-1R CRE-luciferase, luminescence, 24 h; GLP-1R form is constitutively active; Potency, µM (doses to about 38.3 µM), without a hit: at the top dose activity change, negative = inhibition, most hits filed as inhibitors; 410,000 tested, 1.6% active; further: potency means the concentration at half of the fitted maximal effect; on the % scale 0 is the no-effect control and ±100 the full control effect; nearly all actives have a fitted effect of over 55% in size
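Stable HEK293 clone (constitutively active GLP-1R + cAMP-response luciferase); 200 cells/uL plated, 12 h pre-culture, compound 24 hr, 37 deg C/5% CO2; detection reagent 12 min RT; luminescence.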
EPAC1 antagonist = EPAC1 (human) antagonism; O95398; EPAC1 GEF assay, Rap1b-BODIPY-GDP exchange fluorescence; Potency, µM (titrated, usually from 115 µM), inactives show top-dose activity change, negative = inhibition, actives largely listed as inhibitors; 360,000 tested, 0.14% active; AID 720709;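 further: potency means the concentration at half of the fitted maximal effect; plate controls were vehicle for no effect and positive control for full effect; nearly all actives have a fitted effect of over 50% in size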
HEK293 tox = cytotoxicity counter-screen for GLP-1 receptor inverse agonists; HEK293 cAMP-luciferase reporter cells, luminescence, 24 h; Potency, µM (series often up to 38.3 µM), for inactives: top-dose activity change, negative = inhibition, usual class: inhibitors; 410,000 tested, 0.13% active; AID 624418;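 further: loss of luciferase light is scored as toxicity; potency means the concentration at half of the fitted maximal effect; on the % scale 0 is the no-effect control and ±100 the full control effect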
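MLSMR compounds, 24 hr on cells at 37 deg C/5% CO2; luminescence after luciferase reagent (12 min RT). Inhibition counted as the undesired cytotoxic outcome.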
PTHR1 agonist = agonists of human PTHR1 parathyroid hormone receptor; Potency, µM (series often up to 115 µM), without a hit: top-dose activation, hits mostly activators; 410,000 tested, 0.075% active; Q03431; HEK293 GP2 PTHR1 cells, GloSensor cAMP luminescence, 1 h; further: potency means the concentration at half of the fitted maximal effect; nearly all actives have a fitted effect of over 55% in size; some results filed as inactive show a strong effect at the top dose; inactives centre near -15; many of its hits are not listed in these tables
Target sequence (Q03431 whole entry, looked up): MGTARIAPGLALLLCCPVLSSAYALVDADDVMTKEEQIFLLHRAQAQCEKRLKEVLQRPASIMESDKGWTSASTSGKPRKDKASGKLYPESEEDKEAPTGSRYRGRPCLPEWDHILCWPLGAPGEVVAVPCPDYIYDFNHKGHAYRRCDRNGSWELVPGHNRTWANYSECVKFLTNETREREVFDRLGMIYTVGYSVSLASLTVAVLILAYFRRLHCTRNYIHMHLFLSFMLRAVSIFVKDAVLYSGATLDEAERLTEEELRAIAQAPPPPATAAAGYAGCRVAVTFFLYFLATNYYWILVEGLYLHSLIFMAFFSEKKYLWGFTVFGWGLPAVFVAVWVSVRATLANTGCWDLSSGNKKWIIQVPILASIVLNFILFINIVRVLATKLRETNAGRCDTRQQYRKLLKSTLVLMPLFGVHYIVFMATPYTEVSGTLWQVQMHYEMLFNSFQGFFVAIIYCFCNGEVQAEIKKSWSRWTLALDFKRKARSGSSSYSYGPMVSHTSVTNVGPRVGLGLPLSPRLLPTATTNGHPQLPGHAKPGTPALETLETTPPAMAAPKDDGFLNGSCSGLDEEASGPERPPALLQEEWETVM
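HEK-293-derived GP2 cells expressing PTHR1 and a GloSensor cAMP reporter, 3,000/well, plated overnight, given luciferin plus IBMX (each 0.5 mM as added) for 1 h at 37 °C, then compound for 1 h at 37 °C. Luminescence was read after 15 min at room temperature.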
The depositor's hits bear a star; i = inactive; u = inconclusive; x = not tested or not shown; [ ] = another dose, or the depositor's remark. Unless noted, the call rests on the fitted dose curve; in most records, active means well fitted curve in the direction sought with a large enough effect; inconclusive means small, poorly fitted or top-dose-only effect, or another doubt; inactive means no such curve, though single readings can be large; an effect the other way counts as inactive or inconclusive. These rows are one share of the data; count on the stated rates, not on these rows.

SMILES	PLK1 PBD block	EPAC1 agonist	PI5P4K alpha inh	IL-2 act	GLP1R ag	GLP-1R inv ag	EPAC1 antagonist	HEK293 tox	PTHR1 agonist
CCc1nnc(NC(=O)CN2C(=O)CCC2=O)s1	-23%	1%	4	-0.7	5%	23%	-12%	12%	-6%
O=S(=O)(NC1CCN(S(=O)(=O)c2ccc3c(c2)OCCO3)C1)c1c(F)cccc1F (stereo not given)	x	-31%[inhibitor]	x	-3.2	-5%	x	17%	x	-20%
CCN(CC)C(=O)C(Oc1ccc(S(=O)(=O)N2CCCC2)cc1[N+](=O)[O-])c1ccccc1 (stereo not given)	-26%	3%	3	0.1	11%	-7%	-9%	6%	-1%
O=C(Cn1ncc2c1-c1ccccc1OC2)Nc1cccc(Cl)c1	-14%	-6%	3	-3.5	17%	u	-3%	4%	-14%
CC(C)=CCc1c2c(c3occ(-c4ccc(O)cc4)c(=O)c3c1O)C=CC(C)(C)O2	-8%	-38%[inhibitor]	140	-0.9	-10%	u	u	u	-48%[inhibitor]
COc1ccc(S(=O)(=O)N2CCC(C(=O)N[C@@H](C)C(=O)NCc3cccc(OC)c3)CC2)cc1	-1%	1%	1	0.1	6%	17%	3%	-1%	-25%
CCCc1nc(SCC(=O)N2CCCc3ccccc32)c2c(=O)n(C)c(=O)n(C)c2n1	-16%	4%	-3	-3.2	0%	-8%	10%	-5%	i
CC1CCc2c(sc3ncn4c(SCC(=O)NCc5ccco5)nnc4c23)C1 (stereo not given)	-4%	0%	x	-1.5	-1%	14%	-7%	5%	u
CC(C)Oc1cccc(C(=O)NC(=S)Nc2ccc(N3CCN(C)CC3)cc2)c1	-16%	7%	1	0.6	22%	u	-11%	u	-28%
Cc1nc(C(=O)NCCC(C)C)sc1C1(C)CC(c2ccccc2)=NO1 (stereo not given)	0%	-6%	4	-0.5	9%	-23%	-20%	0%	-6%
NS(=O)(=O)c1ccc(CNC(=O)c2scc3c2CCCC3)cc1	-7%	-16%	8	-1.8	0%	8%	7%	1%	i
N/C(=N\OC(=O)c1ccc(Cl)cc1)c1ccc(Cl)cc1	-1%	2%	2	-0.6	1%	6%	7%	-5%	i
CC(C)NC(=S)N1CCn2c(nc3ccccc32)C1	-4%	0%	-4	-0.1	1%	-27%	-9%	7%	i
COC(=O)c1ccccc1NC(=O)CCCCCn1nnc2ccccc2c1=O	-9%	-3%	-5	0.8	18%	-8%	-1%	6%	-37%[inhibitor]
O=C(COC(=O)c1cccs1)Nc1ccc(F)c(F)c1	-1%	10%	-1	0.1	6%	13%	2%	-26%	i
CC(=O)Nc1ccc(-c2csc(NC(=O)C3CSC4(C)CCC(=O)N34)n2)cc1 (stereo not given)	-6%	2%	-24	-5.2	1%	-11%	-2%	0%	i
COCCN(C(=O)COC(=O)C1(C)CC1(Cl)Cl)c1c(N)n(Cc2ccccc2)c(=O)[nH]c1=O (stereo not given)	4%	-15%	0	0.5	-3%	6%	5%	6%	-12%
CC1CCc2[nH]c3ccc(C(=O)NCCCOC(C)C)cc3c2C1 (stereo not given)	4%	-3%	3	1.0	18%	u	-8%	-29%	i
O=c1[nH]c(CN2CCN(S(=O)(=O)/C=C/c3ccccc3)CC2)nc2ccccc12	-4%	-4%	3	-1.7	11%	4%	0%	-1%	i
NNC(=O)CNS(=O)(=O)c1ccc([N+](=O)[O-])cc1	0%	1%	2	1.1	9%	5%	-12%	-13%	i
O=C(CN(C(=O)c1csnn1)c1ccc(Cl)cc1)NC1CCCC1	-9%	3%	1	0.2	8%	8%	9%	10%	-4%
Cc1cc(C)cc(NC(=O)N2CCC(c3nc4ccccc4o3)CC2)c1	6%	10%	x	-0.4	-6%	u	2%	-8%	19%[57.5 µM]
O=C(COC(=O)c1cc(Cl)ccc1O)NNC(=O)c1ccccc1F	0%	0%	1	2.0	0%	14%	6%	-3%	i
Cc1ccc(C(C)C)c(OCCN)c1	-4%	-1%	x	-0.5	-2%	0%	-2%	-28%	-9%[57.5 µM]
CCc1ccc(N2CC(O)=C(c3nc4ccccc4c(=O)[nH]3)C2=N)cc1	1%	-3%	0	-0.7	4%	7%	2%	1%	-17%
O=C(OCc1nnc(-c2ccccc2)o1)c1cccc(S(=O)(=O)N2CCOCC2)c1	-3%	-7%	-5	-0.4	1%	-9%	-19%	27%	i
CCOc1ccc2nc(N3CCC(C(=O)NC4CCCCC4)CC3)sc2c1	-1%	10%	8	0.5	-1%	0%	-12%	5%	-23%
Cc1cc(C)c2c(CC(=O)NC3CCS(=O)(=O)C3)coc2c1 (stereo not given)	-3%	-9%	5	-0.3	-3%	-5%	2%	1%	-4%
COc1ccc(S(=O)(=O)NNC(=S)NCCc2ccccc2)c(OC)c1	-10%	u	-14	0.4	-14%	23%	-17%	5%	-22%
O=C(c1ccccc1)N1CCN(CC(O)COC2CCCCC2)CC1 (stereo not given)	0%	-4%	6	1.1	-2%	0%	9%	-5%	i
Cc1ccc(NC(=O)CSc2nnc(COc3ccc(C#N)cc3)n2-c2ccccc2)cc1C	-2%	16%	1	-0.6	3%	u	-6%	1%	-75%[inhibitor]
Cc1nc2c(OCc3ccc(C#N)cc3)cccn2c1N(C)C(=O)CCC1CCCC1	-10%	0%	-4	-0.8	10%	-28%	-18%	12%	0%
Cc1cc(N(CC(=O)NC(C)C)S(C)(=O)=O)ccc1Br	-4%	-4%	8	1.0	0%	-7%	1%	-14%	i
CC(C)N1CCN(Cc2ccc3c(c2)Cc2ccccc2-3)CC1CCO (stereo not given)	-7%	2%	-7	-2.8	-3%	u	-28%	u	i
COc1ccc(-c2cn3c(C)c(C(=O)Nc4ccncc4)sc3n2)cc1	2%	-38%[inhibitor]	-10	-3.1	10%	9%	10%	0%	-29%
Cc1cc(N2CCN(C)CC2)nc2ccc(NC(=O)CCC(=O)N3CCN(c4ccc([N+](=O)[O-])cc4)CC3)cc12	-1%	0%	10	-0.4	15%	0%	-2%	u	-77%[inhibitor]
CCOC(=O)N1CCC(NC(=O)CC(NS(=O)(=O)c2ccc(C)cc2)c2ccco2)CC1 (stereo not given)	-10%	5%	5	1.1	1%	7%	13%	-8%	i
CCOC(=O)C(C)n1cnc2scc(-c3ccc(C)c(C)c3)c2c1=O (stereo not given)	-4%	12%	9	0.2	25%	u	-14%	-1%	-6%
COc1ccc(/C=C/C(=O)Nc2ccccc2C)cc1S(=O)(=O)N1CCOCC1	-1%	-3%	3	-0.6	1%	-21%	-18%	19%	-95%[inhibitor]
Cc1cccc(CCNS(=O)(=O)c2ccc3c(c2)n(C)c(=O)c(=O)n3C)c1	-19%	-1%	-1	1.2	7%	7%	-25%	-16%	i
O=C(CSCCO)Nc1cccc2ccccc12	-1%	-2%	1	-2.2	2%	42%[activator]	13%	-1%	i
Cc1c(C(=O)Nc2ccc3oc(-c4cccnc4)nc3c2)oc2ccccc12	-2%	7%	x	-1.6	-3%	12%	13%	2%	-26%
CC1Cc2ccccc2N1Cc1nc2cc(C(F)(F)F)ccc2c(=O)[nH]1 (stereo not given)	-6%	-21%	u	-0.2	-2%	u	-10%	1%	i
COc1ccc(C(=O)NCc2nnc(SCC(=O)N3CCCC3)o2)cc1OC	-3%	9%	-1	-3.5	-6%	4%	-4%	7%	i
Cc1cccc(C)c1NC(=O)C1c2ccccc2OCC(=O)N1Cc1cccnc1 (stereo not given)	-1%	-7%	-2	0.2	0%	12%	-4%	-1%	-13%
COc1ccc(-n2c(SCC(=O)N3CCOCC3)nnc2C(C)N2CCCCC2)cc1 (stereo not given)	-6%	9%	0	0.0	4%	1%	-28%	-2%	i
Cn1c(=O)c(C(=O)Nc2ncccn2)c(O)c2ccccc21	8.4µM*	9%	-24	-0.1	-10%	12%	-16%	-11%	-18%
CC(=O)NCCc1c(C)n(Cc2ccccc2)c2ccccc12	-3%	6%	4	-0.7	15%	4%	-12%	-2%	-24%
Cn1cc(CNC(=O)c2cc(-c3ccccc3)nc3ccc(Br)cc23)cn1	-2%	2%	-3	-3.1	3%	9%	-1%	-1%	i
CCn1ncc(/C=N/O)c1C	-7%	12%	13	2.2	-7%	0%	1%	-11%	i
COc1ccc2c(c1)OC[C@H]1[C@H]2N2C(=O)c3cc(C)ccc3NC(=O)[C@@]2(C)[C@H]1c1ccccc1	-11%	6%	-9	0.0	-4%	-20%	u	4%	-28%
CCCCN(CC)C(=O)c1cc2cc3ccc(OC)cc3nc2o1	-1%	2%	x	-2.9	u	0%	-6%	6%	-21%
COc1ccccc1NC(=O)/C(=N/OCc1ccc(C#N)cc1)C(C)=O	u	4%	-5	1.9	0%	28%	0%	4%	i
COc1ccccc1N(CC(=O)NCC(C)C)S(=O)(=O)c1cccs1	-19%	2%	0	-1.2	9%	14%	-13%	-4%	i
COCCN(CC(=O)NCc1ccccc1)C(=O)CCC(=O)Nc1ccccn1	-4%	8%	0	-0.1	-10%	-1%	-8%	22%	i
Cc1ccccc1-n1cc(-c2ccc(Br)cc2)nc1SCC(N)=O	4%	4%	-1	-1.2	11%	u	0%	-8%	-16%
CCCc1cc(=O)[nH]c(SCc2csc(-c3ccccc3)n2)n1	-7%	7%	2	2.7	6%	29%	-19%	0%	-2%

Looked up above.
CCCc1cc(=O)[nH]c(SCc2csc(-c3ccccc3)n2)n1 – GLP-1R inv ag = 29%
COCCN(CC(=O)NCc1ccccc1)C(=O)CCC(=O)Nc1ccccn1 – IL-2 act = -0.1
Cc1ccccc1-n1cc(-c2ccc(Br)cc2)nc1SCC(N)=O – HEK293 tox = -8%
